RGS4 pot: RGS4 potentiation or activation; HEK293 M3R/inducible RGS4, carbachol calcium flux Fluo4; hits give low values; B-score at 10 µM; hit rate 0.92% among 310,000;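 active = B-score of the integrated calcium signal more than 4 SD below the library mean, with starting fluorescence not abnormally high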;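 also: negative B-score means reduced calcium response which marks RGS4 activation or potentiation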
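Material: Inducible-RGS4 HEK293 cells carrying M3 receptor; also added: carbachol at ECmax as muscarinic agonist stimulus; incubation: compound preincubation 20 min at room temperature before agonist; signal: Fluo4-AM (2 µM) calcium-flux fluorescence, kinetic read; measure: integrated calcium ratio converted to B score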
TRPC4 block: inhibitors of mouse TRPC4 channel; HEK293 TRPC4beta/mu-opioid, DAMGO-evoked Fluo4 calcium flux; hits give low values; B-score at 10 µM; hit rate 0.39% among 300,000;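 active = B-score over 3 SD under the library average, no early fluorescence shift, positive overall ratio signal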
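Material: HEK293 cells with stable TRPC4beta plus mu-opioid receptor expression; probe or stimulus: DAMGO in two steps, submaximal then maximal; technique: Fluo4 calcium fluorescence by kinetic imaging, 5 s 1 Hz baseline; measure: integrated fluorescence ratio relative to baseline, converted to per-well B score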
HIF activator: HIF pathway transcriptional activation | hit rate 0.32% among 300,000 | activation, % at 7.5 µM (by protocol) | U2OS HRE-luciferase reporter, luminescence; normalized: DMSO 0%, desferrioxamine 100% | AID 1910;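 active = mean activation of at least 10% of the iron chelator positive control signal, with at least half of replicates also reaching 10%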
SKKanGAS inh: blocks kanamycin growth of S. pyogenes SKKanGAS strain | BacTiter-Glo, 6 h | inhibition, % at 7.5 µM | hit rate 1.3% among 300,000;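 active = mean replicate score, as percent of positive control median, at least 50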;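 also: strain carries kanamycin resistance gene driven by streptokinase promoter and grows in 40 µg/ml kanamycin; loss of luminescence reflects streptokinase promoter inhibition or plain growth inhibition; 0% = median of DMSO wells and 100% = positive control at its reference dose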
RGS4 block: human RGS4 inhibition. AID 463165. B-score at 10 µM. hit rate 0.45% among 310,000. P49798. HEK293 M3R/RGS4 inducible, Fluo-4 calcium flux; hits give high values; triggered by carbachol at its EC20;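 active = B-score, a plate-corrected calcium signal, over three deviations above library mean, with baseline fluorescence within five deviations of library mean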;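 also: RGS4 expression induced by doxycycline in cells with stable M3 receptor; B-score is computed from the integrated fluorescence ratio over baseline after carbachol; higher B-score means a larger calcium signal and so more RGS4 inhibition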
Target sequence (P49798 whole entry, looked up): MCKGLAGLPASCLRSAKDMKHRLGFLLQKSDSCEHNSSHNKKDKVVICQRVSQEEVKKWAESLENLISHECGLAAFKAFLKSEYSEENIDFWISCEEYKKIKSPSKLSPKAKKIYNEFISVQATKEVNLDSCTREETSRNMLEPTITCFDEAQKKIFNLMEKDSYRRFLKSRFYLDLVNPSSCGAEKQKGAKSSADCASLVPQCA
MrgX1 PAM: allosterically activates human MrgX1 receptor signaling | Q96LB2 | MrgX1-HEK293, Fluo-4 calcium flux, FDSS; hits give high values | B-score at 10 µM | hit rate 0.63% among 310,000;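 active = plate-corrected calcium response at least 3 library SD above typical, normal starting fluorescence, not activating the receptor alone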;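 also: compound read alongside a low EC10 to EC30 dose of BAM8-22 agonist; peak minus trough fluorescence over baseline measured at the second addition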
TRPC6 inh: inhibitors of mouse TRPC6 channel; Q61143; HEK293-TRPC6, membrane potential dye, ACh-evoked depolarization; hits give low values; B-score at 10 µM; hit rate 1.1% among 310,000; AID 2553;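 active = B-score under library mean minus 3 SD, initial fluorescence not abnormally high, positive integrated signal ratio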;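 also: B-score derived from integrated fluorescence ratio over the kinetic read; more negative B-score means stronger inhibition of depolarization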
Target sequence (Q61143 whole entry, looked up): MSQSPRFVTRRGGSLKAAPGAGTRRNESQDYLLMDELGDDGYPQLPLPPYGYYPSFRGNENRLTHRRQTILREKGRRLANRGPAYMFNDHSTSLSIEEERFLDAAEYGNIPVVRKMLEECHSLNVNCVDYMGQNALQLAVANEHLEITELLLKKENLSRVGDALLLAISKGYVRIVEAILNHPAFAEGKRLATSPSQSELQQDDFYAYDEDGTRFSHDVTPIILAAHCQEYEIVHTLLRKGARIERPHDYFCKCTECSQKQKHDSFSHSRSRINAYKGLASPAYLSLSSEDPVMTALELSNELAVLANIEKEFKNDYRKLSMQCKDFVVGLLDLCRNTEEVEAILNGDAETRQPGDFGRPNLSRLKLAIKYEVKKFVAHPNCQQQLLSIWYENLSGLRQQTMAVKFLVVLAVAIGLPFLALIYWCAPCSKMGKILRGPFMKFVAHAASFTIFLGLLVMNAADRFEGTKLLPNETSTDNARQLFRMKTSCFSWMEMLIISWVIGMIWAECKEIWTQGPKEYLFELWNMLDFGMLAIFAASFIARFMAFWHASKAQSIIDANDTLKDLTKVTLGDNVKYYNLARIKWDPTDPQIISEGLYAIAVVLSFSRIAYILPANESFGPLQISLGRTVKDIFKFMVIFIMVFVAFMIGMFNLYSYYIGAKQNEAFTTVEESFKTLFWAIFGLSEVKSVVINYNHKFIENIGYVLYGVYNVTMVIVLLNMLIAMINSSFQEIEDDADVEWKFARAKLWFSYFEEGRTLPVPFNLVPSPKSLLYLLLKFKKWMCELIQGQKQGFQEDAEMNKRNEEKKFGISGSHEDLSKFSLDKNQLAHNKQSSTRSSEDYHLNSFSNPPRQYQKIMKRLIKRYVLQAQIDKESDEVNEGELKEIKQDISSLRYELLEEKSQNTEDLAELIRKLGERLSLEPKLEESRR
MrgX1 agonist: agonists of human MrgX1 receptor; MrgX1-HEK293 cells, Fluo-4 calcium fluorescence, agonist mode; hits give high values; B-score at 10 µM; hit rate 0.44% among 310,000; AID 588627;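 active = calcium response B-score plate-corrected fluorescence ratio at least 3 library SD, with starting fluorescence B-score inside 5 SD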
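Test system: HEK293 cells stably expressing human MrgX1 receptor; amount: 15,000 cells per well; doses: compound delivered in addition one of three; times: overnight plating before 1 h dye loading; detection: Fluo-4 NW calcium-flux fluorescence, kinetic read; read-out basis: B-scored fluorescence response ratio; controls: positive and negative controls per plate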
TRPC6 act: activates the mouse TRPC6 cation channel; HEK293-TRPC6 membrane potential dye fluorescence; hits give high values; hit rate 0.13% among 310,000; B-score at 10 µM; Q61143;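 active = B-score of the integrated fluorescence ratio above library mean plus 3 SD, and starting fluorescence ratio within library mean plus 5 SD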;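 also: higher score means more depolarization so channel activation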
Platelet DG rel: platelet dense granule release activity; hit rate 0.22% among 300,000; human platelet-rich plasma, SFLLRN dense granule ATP release, luminescence; inhibition, %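 (compounds screened at 7.5 µM in platelet-rich plasma)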;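 active = mean replicate score, as percent of positive control, at or above 50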
MrgX1 antag: human MrgX1 receptor antagonism, primary screen; Q96LB2; hit rate 1.3% among 310,000; AID 588676; B-score at 10 µM; MRGX1-HEK293 calcium flux, Fluo-4, BAM8-22 antagonism; hits give low values;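 active = calcium-response B-score plate-corrected more than 3 library SD below zero, starting fluorescence within 5 deviations, no agonist response on first addition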;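 also: peak minus trough fluorescence over baseline after final BAM8-22 challenge near maximal dose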
* hit, by the source's call; i = inactive; . = not tested or not shown. Outcome played no part in choosing rows; any-hit rate near 6.1%.

SMILES	RGS4 pot	TRPC4 block	HIF activator	SKKanGAS inh	RGS4 block	MrgX1 PAM	TRPC6 inh	MrgX1 agonist	TRPC6 act	Platelet DG rel	MrgX1 antag
CCOC(=O)c1nn(-c2ccc(Cl)cc2C)ccc1=O	i	i	-1.5	0.8	i	i	i	i	i	0.1	i
Cc1cccc(C)c1OCC(=O)Nc1cccc(C(=O)O)c1	i	i	-0.6	1.1	i	i	i	i	i	-2.6	i
O=C(Nc1cccc(S(=O)(=O)N2CCOCC2)c1)c1cc2ccccc2o1	i	i	0.3	-7.4	i	i	i	i	i	4.3	i
N#CC1=C(N)Oc2c(ccc3cccnc23)C1c1ccncc1 (centres undefined)	i	i	3.2	-1.9	i	i	i	i	i	11.3	i
Nc1c(C(=O)c2ccccc2O)cnn1-c1ccc(S(=O)(=O)N2CCOCC2)cc1[N+](=O)[O-]	i	i	-0.4	-12.8	i	i	i	i	i	-0.8	i
c1ccc2c(-c3[nH]ncc3CNCCCn3ncc4ccccc43)cccc2c1	i	i	-0.9	4.0	i	i	i	i	i	-13.8	i
COc1ccc(CNC(=O)CN(C(=O)CCC(=O)Nc2ccccn2)c2ccc(C)cc2)cc1	i	i	-0.1	0.0	i	i	i	i	i	-6.5	i
CC(=O)N1c2c(cc(Br)cc2S(=O)(=O)N2CCOCC2)CC1C (centres undefined)	i	i	-0.1	0.5	i	i	i	i	i	-1.6	i
[O-][N+]12CC[N+]([O-])(CC1)c1ccccc12	i	i	-0.1	-0.7	i	i	i	i	i	-12.5	i
Nc1cccc2c1C(=O)N(C(=O)c1ccc(Cl)c(S(=O)(=O)N3CCCCCC3)c1)C2=O	i	i	-0.4	-5.0	i	i	i	i	i	11.6	i
C#CCOc1ccccc1CNC1CCN(Cc2ccccc2)CC1	i	i	-0.7	5.6	i	i	i	i	i	-0.2	i
Cc1c(/C=N/NC(N)=O)c2ccccn2c1C(=O)c1ccc(F)cc1	i	i	-0.7	3.8	i	i	i	i	i	2.2	i
CC(C)(C)c1ccc(OCC(=O)N2CCN(C=O)CC2)cc1	i	i	0.1	-0.9	i	i	i	i	i	15.7	i
COc1ccc(-c2[nH]ncc2-c2cnc(C)s2)c(O)c1	i	i	-0.2	6.6	i	i	i	i	i	-1.2	i
O=C(COc1cccc(-n2cnnn2)c1)NC1CCCCC1	i	i	-0.4	-3.2	i	i	i	i	i	-0.6	i
CC(C)OP(=O)(OC(C)C)C1(O)C(=O)Nc2ccccc21 (centres undefined)	i	i	-0.5	0.1	i	i	i	i	i	25.7	i
COc1cccc(C(=O)NCC2CCCN(C3CCCCC3)C2)c1OC (centres undefined)	i	i	-23.6	-1.1	i	i	i	i	i	-5.8	i
CC(C)C(NC(=O)CN1C(=O)c2cccc3cccc1c23)C(C)C	i	i	0.2	1.5	i	i	i	i	i	1.9	i
O=[N+]([O-])c1cccc(-c2noc(COc3ccccc3)n2)c1	i	i	1.7	.	i	i	i	i	i	-4.3	i
CC(C)[C@H](NC(=O)[C@@H]1Cc2ccccc2CN1C(=O)OC(C)(C)C)C(=O)NCC1CCC(C(=O)O)CC1 (some centres undefined)	i	i	-0.3	-5.8	i	i	i	i	i	-7.5	i
O=C(Nc1ccc(N2CCCCC2)cc1)c1ccccn1	i	i	-3.0	5.9	i	i	i	i	i	74.5*	i
C=CCOc1ccc(CNc2ccc3[nH]c(=O)[nH]c3c2)cc1OCC	i	i	-3.0	0.3	i	i	i	i	i	-1.9	i
CCC(Sc1nc(C)cc(=O)[nH]1)C(=O)Nc1sc2c(c1C#N)CCCC2 (centres undefined)	i	i	22.5*	20.0	i	i	i	i	i	3.6	i
Cc1cc(C2(c3ccc(O)c(C)c3)C(=O)Nc3ccccc32)ccc1O	i	i	-2.0	19.3	i	i	i	i	i	12.0	i
CCNc1nc(NCc2ccccc2)nc(SCC(N)=O)n1	i	i	-0.3	1.3	i	i	i	i	i	0.8	i

Later entries.
SMILES	RGS4 pot	TRPC4 block	HIF activator	SKKanGAS inh	RGS4 block	MrgX1 PAM	TRPC6 inh	MrgX1 agonist	TRPC6 act	Platelet DG rel	MrgX1 antag
COC(=O)[C@@H](NC(=O)NCc1ccccc1Cl)C(C)C	i	i	-0.6	3.8	i	i	i	i	i	-2.6	i
CC(C)C(=O)NC(=S)N(Cc1ccccc1)Cc1ccccc1	i	i	-0.1	-8.7	i	i	i	i	i	-0.2	i
COc1ccc(-c2noc(-c3cccs3)n2)cc1OC	i	i	2.9	-13.3	i	i	i	i	i	16.6	i
CCN(C(=O)CN1C(=S)NC(C)(C)CC1C)c1ccc(C)c(C)c1 (centres undefined)	i	i	0.9	2.7	i	i	i	i	i	7.2	i
Cc1cc(C)n2c(SCC(=O)NC3CCCCC3)nnc2n1	i	i	-0.7	21.1	i	i	i	i	i	2.7	i
Cc1cccc(-n2c(C)cc(/C=N/NC(N)=S)c2C)c1	i	i	0.3	1.3	i	i	i	i	i	-1.3	i
CCCNS(=O)(=O)c1ccc(OCC(=O)N2CCCC2)cc1	i	i	0.0	-4.9	i	i	i	i	i	-3.0	i
CN(C(=O)COC(=O)c1cc([N+](=O)[O-])ccc1Sc1ccccc1)C1CCS(=O)(=O)C1 (centres undefined)	i	i	0.1	3.8	i	i	i	i	i	-2.2	i
Cc1cc(C)c(NC(=O)Nc2ccccc2C)c(Cl)c1	i	i	0.1	-1.0	i	i	i	i	i	7.7	i
CC(=O)Nc1ccccc1C(=O)C(=O)Nc1ccc(C(=O)NCC2CCCO2)cc1 (centres undefined)	i	i	-0.4	-2.4	i	i	i	i	i	-0.7	i
O=c1cc(O)c2ccc(O)cc2o1	i	i	0.1	9.5	i	i	i	i	i	-0.1	i
Cc1ccc2[nH]c3c(=O)n(Cc4ccncc4)cnc3c2c1	i	i	-0.1	2.4	i	i	i	i	i	-1.4	i
CCCc1nc(SCC(=O)N2CCCCCC2)c2c(=O)n(C)c(=O)n(C)c2n1	i	i	0.4	50.1*	i	i	i	i	i	-14.8	i
Cc1ccc(-n2nc(C)c3cc(C(=O)O)sc32)cc1	i	i	-0.2	7.9	i	i	i	i	i	9.4	i
O=C(CNc1n[nH]c(=O)[nH]c1=O)N/N=C/c1cccnc1	i	i	0.6	0.3	i	i	i	i	i	-6.1	i
Cn1c(SCC(=O)Nc2ccccc2[N+](=O)[O-])nnc1C(F)(F)F	i	i	0.0	15.6	i	i	i	i	i	9.0	i
COc1ccc(OC)c(S(=O)(=O)Nc2cc3c(cc2N2CCCC2)n(C)c(=O)c(=O)n3C)c1	i	i	0.1	5.4	i	i	i	i	i	7.4	i
CC(C)c1ccc(NC(=S)N2CCN(S(=O)(=O)c3ccccc3)CC2)cc1	i	i	-0.2	1.5	i	i	i	i	i	-8.0	i
O=C(NCCC1=CCCCC1)c1cc(-c2ccncc2)nc2ccccc12	i	i	0.1	-4.7	i	i	i	i	i	1.4	i
O=C(COc1ccccc1)Nc1nnc(COc2ccccc2)s1	i	i	-0.4	4.1	i	i	i	i	i	5.0	i
Cc1ccc(-n2nc(C)cc2N)c(C)c1	i	i	0.2	2.1	i	i	i	i	i	-0.6	i
CCn1nc(C(=O)N[C@@H](CCSC)c2nc3ccccc3[nH]2)c2ccccc2c1=O	i	i	0.5	0.4	i	i	i	i	i	8.5	i
CCOc1ccc(CCNC(=O)COn2nnc3ccc(S(=O)(=O)N4CCOCC4)cc32)cc1OCC	i	i	0.4	-13.4	i	i	i	i	i	0.4	i
COCCNC(=O)CC(c1ccccc1)c1ccccc1	i	i	-0.2	-0.9	i	i	i	i	i	-6.8	i
O=C(Cn1c(-c2ccccc2Cl)nc2ccccc21)Nc1cccc(Cl)c1	i	i	-1.3	4.9	i	i	i	i	i	-0.9	i

(next part)
SMILES	RGS4 pot	TRPC4 block	HIF activator	SKKanGAS inh	RGS4 block	MrgX1 PAM	TRPC6 inh	MrgX1 agonist	TRPC6 act	Platelet DG rel	MrgX1 antag
CC(NC(N)=O)C(=O)Nc1ccc(Cl)c(S(=O)(=O)Nc2ccc(Br)cc2)c1 (centres undefined)	i	i	0.2	2.0	i	i	i	i	i	7.9	i
C=CCNC(=S)NC(=O)c1csc([N+](=O)[O-])c1	i	i	2.7	-5.9	i	i	i	i	i	-5.3	i
CC1(C)NC(=O)N(CC(O)COc2ccc(N3C(=O)c4ccccc4C3=O)cc2)C1=O (centres undefined)	i	i	0.1	24.8	i	i	i	i	i	6.3	i
O=C(NCc1cnc2ccccn12)C1CCC(=O)N(Cc2cccc(F)c2)C1 (centres undefined)	i	i	0.1	-5.7	i	i	i	i	i	-2.6	i
O=C(C#Cc1cccc([N+](=O)[O-])c1)c1ccccc1	i	i	1.9	-8.4	i	i	i	i	i	-1.0	i
NC(CO)C12CC3CC(CC(C3)C1)C2 (centres undefined)	i	i	0.4	12.8	i	i	i	i	i	1.9	i
C=CCn1c(SCC(=O)NCc2ccco2)nc2sc3c(c2c1=O)CCCC3	i	i	-0.3	0.2	i	i	i	i	i	-1.0	i
COc1ccc(C(=O)/C=C/c2ccccc2OC)c(OC(=O)c2ccc([N+](=O)[O-])cc2)c1	i	i	3.1	8.6	i	i	i	i	i	16.8	i
N#CCCn1nc(-c2ccc(Cl)cc2)cc1Nc1ccccc1NC(=O)C(F)(F)F	i	i	-0.7	-9.1	i	i	i	i	i	33.0	i
Cc1ccc(NCc2n[nH]c(=S)n2-c2ccccc2)cc1Cl	i	i	1.0	0.4	i	i	i	i	i	0.2	i
COc1cccc(CNC(=O)c2cccs2)c1	i	i	0.1	6.3	i	i	i	i	i	-0.9	i
CS(=O)(=O)c1ccc(C(=O)Nc2ccccc2Cl)cc1	i	i	0.4	-1.6	i	i	i	i	i	-4.8	i
CN(C)C(=O)/C=C\c1cn(-c2ccccc2)nc1-c1ccc2c(c1)OCCO2	i	i	-0.2	-10.4	i	i	i	i	i	4.7	i
Cc1ccc(S(=O)(=O)Nc2nc3ccc(N)cc3s2)cc1	i	i	0.0	5.5	i	i	i	i	i	2.4	i
Cc1ccc(COC(=O)c2nn(-c3ccccc3)nc2N)cc1	i	i	0.3	15.3	i	i	i	i	i	-2.6	i
Cc1ccc(NC(=O)CN(C)S(=O)(=O)c2cccc3nsnc23)cc1Cl	i	i	0.1	3.6	i	i	i	i	i	6.9	i
COc1ccc(-c2cc(-c3ccccc3)c(C#N)c(S(C)=O)n2)cc1 (centres undefined)	i	i	-4.8	-7.0	i	i	i	i	i	-0.5	i
